# ARFGAP1 inhibitor = rat ARFGAP1 inhibition. Arfgap1-stimulated ARF1 GTP hydrolysis, GDP FP detection. AID 651572. inhibition, % at 16.5 µM. 360,000 compounds, 0.26% hits. Q62848;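 active = inhibition above a per-plate limit, mean inhibition of low control wells plus 3 SD, cut at about 25% in these data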;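 also: 0% = DMSO wells with enzyme and 100% = wells lacking Arfgap1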
#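 System: truncated rat Arfgap1 GAP domain / Medium: HEPES-based buffer, pH 7.5 / Also added: N-terminally truncated human ARF1-GTP substrate / Incubation: enzyme reaction 120 min at 25 °C after 20 min preincubation / Measured by: FP of antibody-bound GDP Alexa 633 tracer, ex 620/em 688 nm / Replicates: singlicate, each compound tested once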
# HTRA1 inh = blocks human HTRA1 serine peptidase; Q92743; recombinant HTRA1, FP-rhodamine activity-based probe, fluorescence polarization; inhibition, % at 5.96 µM; 340,000 compounds, 0.5% hits; in the data active = inhibition above about 36%;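 also: 0% = enzyme with DMSO and 100% = wells lacking enzyme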
# SMARCA2 act = SMARCA2 function activation, primary screen; 370,000 compounds, 1% hits; activation, % at 9.1 µM; MG213 cells, MMTV-luciferase reporter, dexamethasone, overnight; in the data active = activation above about 7.8%;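 also: 0% = vehicle wells and 100% = reference activator wells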
# Rev-erbA mod = modulates human Rev-erb alpha binding to DNA; Rev-erbα–FITC-DNA binding, fluorescence polarization, 90 min; activity, % at 10 µM; 370,000 compounds, 0.79% hits; AID 1259318;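 active = activity above about 14%, limit read from the data; passing the limit was not always enough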;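 also: 0% = DMSO wells with 35 nM protein and 100% = DMSO wells with 750 nM protein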
# PG9 binder = binds the HIV-1 gp120 antibody PG9; TR-FRET gp120-PG9 antibody binding; inhibition, % at 6.7 µM; 360,000 compounds, 0.43% hits; in the data active = inhibition above about 8.5%
# NPR2 activator = GC-B (human) receptor activation | 370,000 compounds, 0.11% hits | activation, % at 10 µM | HEK293-GC-B cells, CNP EC30, cGMP TR-FRET; 0% at EC30 CNP, 100% saturating CNP;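 active = activation at 10 µM reaching about 35% in either raw or pattern-adjusted values, limit read from the data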
# Target sequence (P20594 whole entry, looked up): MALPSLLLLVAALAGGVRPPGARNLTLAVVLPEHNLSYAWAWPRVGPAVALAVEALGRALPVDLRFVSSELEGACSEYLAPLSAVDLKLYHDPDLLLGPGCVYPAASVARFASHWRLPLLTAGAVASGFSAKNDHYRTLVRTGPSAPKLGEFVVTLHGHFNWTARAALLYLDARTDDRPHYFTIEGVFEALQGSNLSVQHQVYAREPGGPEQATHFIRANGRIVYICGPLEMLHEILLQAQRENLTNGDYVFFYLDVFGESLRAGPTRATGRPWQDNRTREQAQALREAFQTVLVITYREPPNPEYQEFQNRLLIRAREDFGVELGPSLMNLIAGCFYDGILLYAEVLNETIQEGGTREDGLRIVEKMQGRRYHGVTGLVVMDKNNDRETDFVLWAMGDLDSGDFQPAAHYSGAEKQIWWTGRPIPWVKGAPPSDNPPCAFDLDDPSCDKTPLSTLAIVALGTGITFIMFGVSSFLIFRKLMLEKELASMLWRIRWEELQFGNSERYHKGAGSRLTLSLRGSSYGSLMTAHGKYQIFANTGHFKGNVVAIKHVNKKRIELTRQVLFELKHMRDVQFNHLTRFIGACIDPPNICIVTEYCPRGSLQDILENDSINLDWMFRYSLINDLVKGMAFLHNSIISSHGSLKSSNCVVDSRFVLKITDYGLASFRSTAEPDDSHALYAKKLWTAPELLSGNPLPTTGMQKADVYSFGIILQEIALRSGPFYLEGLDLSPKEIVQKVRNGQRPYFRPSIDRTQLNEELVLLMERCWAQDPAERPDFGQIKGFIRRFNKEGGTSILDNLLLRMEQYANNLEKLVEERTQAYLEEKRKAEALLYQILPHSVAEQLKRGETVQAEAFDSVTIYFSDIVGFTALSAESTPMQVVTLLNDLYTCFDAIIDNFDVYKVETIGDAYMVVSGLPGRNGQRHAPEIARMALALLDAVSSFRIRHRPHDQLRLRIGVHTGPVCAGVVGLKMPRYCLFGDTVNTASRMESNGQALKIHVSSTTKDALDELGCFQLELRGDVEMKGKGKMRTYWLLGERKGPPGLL
# ASAP1 GAP inh = blocks human ASAP1-stimulated Arf1 GTP hydrolysis; Q9ULH1; GDP FP detection; inhibition, % at 16.5 µM; 360,000 compounds, 0.19% hits; in the data active = inhibition above about 25%;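 also: 0% = vehicle with enzyme and substrate and 100% = no enzyme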
# NPR1 activator = GC-A (human) enzyme activation. P16066. 370,000 compounds, 0.14% hits. HEK293 GC-A cells, cGMP TR-FRET, EC30 ANP; 0% at EC30 ANP, 100% saturating ANP. activation, % at 10 µM; in the data active = activation above about 40%
# rCAG binder = r(CAG) repeat RNA binding | TO-PRO-1 dye displacement fluorescence | inhibition, % at 3 µM | 370,000 compounds, 1.3% hits;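 active = inhibition above the plate cutoff, the mean of all test compounds on that plate plus 3 SD, cut at about 35% in these data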;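 also: 0% = DMSO alone and 100% = 100 µM mitoxantrone as full dye displacement; higher means more dye released from RNA so lower well fluorescence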
# ABHD4 inh = ABHD4 (mouse) inhibition, primary FP screen; Q8VD66; purified mABHD4, FP-Rh probe fluorescence polarization; inhibition, % at 8.92 µM; 370,000 compounds, 0.54% hits; AID 720543;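 active = inhibition exceeding the mean over every tested compound plus 3 SD, cut at about 30% in these data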;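 also: 0% = plate median of compound wells and 100% = S159A mutant with DMSO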
#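 Assay system: wild-type mouse ABHD4 protein; compound: single nominal dose of 8.92 µM, 0.89% DMSO final; schedule: 45 min + 60 min at 25 °C; measured by: FP readout, ex 525 nm / em 598 nm; evaluation: % inhibition of FP-Rh probe binding versus controls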
# Active calls of the source: *; · = not tested or not shown; & = joins results of further samples.
SMILES,ARFGAP1 inhibitor,HTRA1 inh,SMARCA2 act,Rev-erbA mod,PG9 binder,NPR2 activator,ASAP1 GAP inh,NPR1 activator,rCAG binder,ABHD4 inh
CCOc1ccc(/C=C/C(=O)N(CC)CC(=O)Nc2ccc3c(c2)OCCO3)cc1OCC,4,2,5,6,-2.0,-7,18,-2,-2,-9
Cn1nccc1C(=O)N1CCN(c2ccc(F)cc2)CC1,1,5,0,0,-1.0,1,-12,0,-3,0
Cc1cc(C)c(O)c(C2(O)C(=O)c3ccccc3C2=O)c1,-15,-2,-6,-11,2.2,-18,-4,-8,-4,-14
COC(=O)c1cc(-c2ccc(OC)cc2F)nc2nc(SC)[nH]c(=O)c12,-5,-5,-4,-3,-1.8,-4,-1,-3,5,3
Cc1ccsc1C(=O)NCCc1nnc2ccccn12,-11,4,7.8*,-3,-1.8,0,-5,5,1,7
CCOc1cc(CNn2c(C)nnc2SCC(=O)NC(C)(C)C)ccc1OCC(=O)NC(C)(C)C,-1,-2,-4,3,-0.1,1,-6,4,-8,-1
COc1ccc(C(=S)N2CCOCC2)cc1OC(=O)c1cc([N+](=O)[O-])c(C)c([N+](=O)[O-])c1,-5,-7,3,3,1.1,-2,2,0,5,6
Fc1cccc(NC(=S)NCC(c2cccnc2)N2CCOCC2)c1 (stereo unspecified),-6,3,3,7,-0.1,-3,15,4,2,-1
Cc1cccc(NC(=O)NCC2CCN(c3ccc(S(=O)(=O)N4CCOCC4)cc3)CC2)c1,-11,-15,-2,-2,-2.1,2,-8,6,8,-1
Cn1cccc1/C=N/NC(=O)c1ccco1,0,-3,0,6,-1.3,5,-3,-2,-2,-1
O=C(COc1cccnc1[N+](=O)[O-])Nc1ccc2c(c1)CCC2,12,0,1,-3,-0.6,2,-1,-8,5,-5
CC(C)(C)CN1CCNC(=O)C1CC(=O)NCCc1ccccc1C(F)(F)F (stereo unspecified),15,-11,4,3,0.3,1,1,-2,-8,4
Cc1cc(OC(C)C(=O)NCCCN2CCOCC2)ccc1Cl (stereo unspecified),-3,1,0,0,-1.9,2,5,2,-5,-4
Cc1sc(NC(=O)CN2CCOCC2)c(C#N)c1C,-13,·,-1,-2,-3.6,0,-4,1,12,0
Cc1noc(C)c1S(=O)(=O)Nc1ccc2c(c1)C(=O)N([C@H](C)CO)C[C@H](C)[C@@H](CN(C)C(=O)CCCN(C)C)OCCCC[C@@H](C)O2,17,8,2,0,0.7,3,8,-2,2,-2
COc1ccc(CCNC(=O)COC(=O)CSc2ccc([N+](=O)[O-])cc2)cc1OC,-4,-2,-2,5,1.9,7,-5,5,3,10
Cc1c(Cl)c([N+](=O)[O-])nn1CC(=O)NCc1cccnc1,4,-2,-3,8,-1.7,0,-10,3,1,6
CCSc1nc(-c2ccc(OC)cc2)n(-c2nc3ccccc3s2)n1,3,-4,5,-1,-0.4,2,-3,1,3,-3
CCCCNC(=O)CC1Nc2ccccc2NC1=O (stereo unspecified),-5,-3,-1,0,-0.1,5,19,-2,3,0
COc1ccc(C(CNC(=O)c2ccccc2C)N2CCCC2)cc1 (stereo unspecified),10,-9,-3,-2,-0.5,-24,-3,-35,-2,0
CC1CCc2c(sc3c2C2=NS(=O)(=O)CCN2C=N3)C1 (stereo unspecified),0,2,-3,1,0.0,0,6,0,6,2
CCOc1ccc(Oc2ccccc2NC(=O)CCc2nc3ccccc3c(=O)[nH]2)cc1,-8,-6,-4,2,-0.8,-3,4,2,2,-3
O=C1OC(NC(=O)c2ccccc2)C(n2cc(CO)nn2)=C1Cl (stereo unspecified),-9,-1,-3,-5,1.6,7,12,4,4,6
CCOC(=O)N1CCN(C(=O)c2cccc(NC3=NC4CS(=O)(=O)CC4S3)c2)CC1 (stereo unspecified),-2,8,-2,-5,0.3,-4,16,2,0,4

# 3 of the entries above in order of their number in SMARCA2 act, low to high.
structure | ARFGAP1 inhibitor | HTRA1 inh | SMARCA2 act | Rev-erbA mod | PG9 binder | NPR2 activator | ASAP1 GAP inh | NPR1 activator | ABHD4 inh
CCOc1ccc(Oc2ccccc2NC(=O)CCc2nc3ccccc3c(=O)[nH]2)cc1 | -8 | -6 | -4 | 2 | -0.8 | -3 | 4 | 2 | -3
CC1CCc2c(sc3c2C2=NS(=O)(=O)CCN2C=N3)C1 (stereo unspecified) | 0 | 2 | -3 | 1 | 0.0 | 0 | 6 | 0 | 2
COc1ccc(CCNC(=O)COC(=O)CSc2ccc([N+](=O)[O-])cc2)cc1OC | -4 | -2 | -2 | 5 | 1.9 | 7 | -5 | 5 | 10

# Given field by field: entries from further up.
Cc1c(Cl)c([N+](=O)[O-])nn1CC(=O)NCc1cccnc1
  ARFGAP1 inhibitor = 4	HTRA1 inh = -2	SMARCA2 act = -3	Rev-erbA mod = 8	PG9 binder = -1.7	NPR2 activator = 0	ASAP1 GAP inh = -10	NPR1 activator = 3	rCAG binder = 1	ABHD4 inh = 6

CCSc1nc(-c2ccc(OC)cc2)n(-c2nc3ccccc3s2)n1
  ARFGAP1 inhibitor = 3	HTRA1 inh = -4	SMARCA2 act = 5	Rev-erbA mod = -1	PG9 binder = -0.4	NPR2 activator = 2	ASAP1 GAP inh = -3	NPR1 activator = 1	rCAG binder = 3	ABHD4 inh = -3

# Carrying on:
SMILES,ARFGAP1 inhibitor,HTRA1 inh,SMARCA2 act,Rev-erbA mod,PG9 binder,NPR2 activator,ASAP1 GAP inh,NPR1 activator,rCAG binder,ABHD4 inh
N=c1c(C(=O)NCc2ccc(F)cc2)cc2c(=O)n3ccccc3nc2n1CC1CCCO1 (stereo unspecified),2,-6,3,-2,2.5,-7,12,11,6,3
COC(=O)c1c(-c2ccncc2)csc1NC(=O)c1ccoc1C,-11,-7,3,2,2.1,-5,8,-3,2,-2
CC(=O)Nc1ccc(NS(=O)(=O)c2cc(-c3cnc(C4CC4)o3)ccc2C)cc1,-17,-1,1,4,-3.1,-6,6,-1,3,-4
O=C1c2ccc3c4c(ccc(c24)C(=O)N1c1cccc(O)c1)C(=O)N(c1cccc(O)c1)C3=O,1,9,-10,-7,-2.9,0,-3,8,10,9
CCCNC(=O)/C=C/c1ccc(C(C)C)cc1,-1,2,2,-6,-0.4,0,-1,3,-2,-5
COC(=O)COc1ccc(S(=O)(=O)N2CCCCCC2)cc1C,-9,4,2,-3,-0.1,5,-7,2,0,3
O=C(OCc1ccc2c(c1)OCO2)c1cccc(S(=O)(=O)N2CCCCC2)c1,-9,-9,-4,5,1.1,9,-3,4,-1,-16
Cc1cc(C)cc(NC(=S)N(Cc2ccc(Cl)cc2)Cc2ccc(C(=O)O)cc2)c1,9,-31,-2,1,0.0,0,3,-1,49*,6
COc1ccc(N(C)C(=O)C2CCN(S(=O)(=O)c3cccc4nonc34)CC2)cc1,-1,-6,3,6,-1.8,-2,-3,-7,-1,-2
CCOc1ccc(CN2CCNC(=O)C2CC(=O)O)cc1 (stereo unspecified),0,0,0,-2,-1.6,3,-4,3,-1,0
NC(=O)c1ccccc1OCC(=O)Nc1cccnc1Cl,0,2,2,2,-2.8,6,-3,0,1,-5
N#Cc1c(NC(=O)c2ccc(Cn3cc(Br)cn3)o2)sc2c1CCCCC2,18,-47,2,-1,-0.2,-1,-2,5,15,-13
Cc1sc2ncn(CC(=O)N3CCN(c4ccccn4)CC3)c(=O)c2c1S(=O)(=O)N1CCC(C)CC1,6,6,-3,-1,-0.9,0,-5,-2,-4,9
O=C(NCc1ccccc1Cl)[C@H]1CCCN1C(=O)[C@H]1CCCN1C(=O)c1ccc(Cl)cc1,1,·,-4,7,0.6,4,15,1,0,0
NC(=O)COC(=O)c1cccnc1Nc1ccccc1F,8,-1,0,-1,-2.4,5,16,3,-1,2
Cc1cccc(C)c1NC(=O)CNC(=O)CNC(=O)c1ccc2c(c1)OCO2,2,-2,3,6,-2.5,4,9,2,1,-2
Cc1ccc(NC(=O)CCCC(=O)O)c(-c2nc3ccccc3[nH]c2=O)c1,-1,8,0,9,-2.2,4,10,0,-1,8
CCCC[C@@H]1CNCCN1CCCc1cc(OC)c(OC)c(OC)c1,4,5,2,2,2.0,1,-6,3,1,3
CCn1nnc(NC(=O)c2cccnc2)n1,-13,4,-2,2,-0.5,8,1,-11,0,0
COc1ccc(NC(=O)c2ccc(-c3c(C)noc3C)c3ccoc23)cc1,14,·,-2,-2,-1.4,32,4,11,4,-4
CCN1CCN(c2ccc(NC(=O)CCc3c(C)nc4c(-c5ccccc5)c(C)nn4c3C)cc2)CC1,5,17,-3,1,-1.5,-2,-8,-2,5,4
CCOc1ccc(N2C(=O)CN=C2Nc2ccccc2Cl)cc1,4,0,-1,4,0.8,-3,-8,-12,4,-12
COc1cccc(-c2nc(NCC3CCCO3)c3ccccc3n2)c1O (stereo unspecified),0,17,1,2,-1.9,24,12,25,11,33*
COc1ccccc1NC(=O)CSc1nnc2ccc(-c3cccnc3)nn12,9,0,-2,5,-0.7,-1,5,2,2,-4
O=C(NNC(=O)c1ccccc1Cl)c1ccncc1,2,0,8.7*,2,-2.3,1,11,2,-1,8
CN1CCN(C(=O)c2cccc(S(=O)(=O)N3CCCCC3)c2)CC1,-3,9,-3,1,1.5,-1,-3,3,3,-2
CCOC(=O)C1=C(C)NC(C)=C(C(=O)OCC)C1C1=COCCO1,-4,0,0,-5,0.6,0,2,-7,-3,2
O=C1COc2ccccc2C(c2nc3ccccc3[nH]2)N1C1CC1 (stereo unspecified),6,·,-2,2,-1.1,-11,0,-18,0,-1
COc1cccc(OC)c1C(=O)N[C@@H]1C(=O)N2[C@@H]1SC(C)(C)[C@@H]2C(=O)O,-1,6,-1,-10&1,-0.7,-1,3,-3,5,-6
CCS(=O)(=O)N1CCC(C(=O)NCCN2CCOCC2)CC1,5,-2,0,5,-1.2,3,10,4,1,0
CCN(CC)S(=O)(=O)c1ccc2nc(CCl)[nH]c2c1,-7,2,0,-6,0.6,4,10,3,2,4
O=C(N/C(=C/c1cccnc1)C(=O)N1CCOCC1)c1ccccc1,-4,4,-2,-9,-2.5,4,-7,1,-2,1
CCNc1nc(NC(C)(C)C)nc(SC(C(C)=O)C(C)=O)n1,-6,-2,-7,0,-0.1,4,6,1,-2,10
O=C(CSCc1ccccc1)N1CCN(S(=O)(=O)c2ccc(F)cc2)CC1,3,-7,-1,-5,-0.5,4,9,2,-4,4
NC(=O)COC(=O)c1cc(-c2ccco2)nc2ccccc12,4,12,-1,-5,3.4,-3,1,-3,7,14
COc1ccc(C(=O)Nc2ccc(S(=O)(=O)N3CCN(C)CC3)cc2)cc1[N+](=O)[O-],-2,-3,-1,3,-0.7,-9,-5,-9,6,-1
O=C(CN1C(=O)CSC1=O)N1CCc2ccccc2C1,0,8,4,1,-3.2,7,-2,3,-1,6
O=C(O)Cc1ccc2sc(-c3ccccc3)nc2c1,17,9,8,0,9.0*,-2,-11,7,6,-9
COc1ccc(/C=N/NC(=O)c2ccco2)cc1COc1ccc(F)cc1,7,-11,4,-9,-0.3,-11,-8,-7,2,-15
COc1ccccc1N(CC(=O)NC(C)(C)C)C(=O)CCC(=O)Nc1ccccn1,6,0,0,3,-1.6,-4,9,-5,-7,1
O=C(CSc1nc2cc(Cl)ccc2o1)NCCc1ccccc1,-1,-12,-5,8,1.5,-1,5,4,-4,-10
CCOC(=O)/C(=C/Nc1ccccc1)[N+](=O)[O-],3,-1,-2,9,2.0,4,-5,-4,2,2
COc1cc(OC)cc(-c2nnc(SCc3cccc(C(=O)O)c3)o2)c1,14,1,-2,-1,-3.2,-8,-7,-3,20,2

# Source: PubChem

# Compounds were not picked by outcome (roughly 4.4% active in at least one column).
